From PubChem
PGK inhibitor: qHTS Assay to Find Inhibitors of Phosphoglycerate Kinase; PGK/GAPDH coupled, Kinase-Glo luminescence, 60 min; 380,000 tested, 0.043% active; Potency, µM (doses to about 57.5 µM), for the others: at the highest dose activity change, negative = inhibition, usual class: inhibitors; Phosphoglycerate kinase, glycosomal (Trypanosoma brucei brucei), P07378; also: % is scaled to controls: 0 for no effect and ±100 for the full control effect; nearly all actives have a fitted effect of over 60% in size
Target sequence (P07378 whole entry, looked up): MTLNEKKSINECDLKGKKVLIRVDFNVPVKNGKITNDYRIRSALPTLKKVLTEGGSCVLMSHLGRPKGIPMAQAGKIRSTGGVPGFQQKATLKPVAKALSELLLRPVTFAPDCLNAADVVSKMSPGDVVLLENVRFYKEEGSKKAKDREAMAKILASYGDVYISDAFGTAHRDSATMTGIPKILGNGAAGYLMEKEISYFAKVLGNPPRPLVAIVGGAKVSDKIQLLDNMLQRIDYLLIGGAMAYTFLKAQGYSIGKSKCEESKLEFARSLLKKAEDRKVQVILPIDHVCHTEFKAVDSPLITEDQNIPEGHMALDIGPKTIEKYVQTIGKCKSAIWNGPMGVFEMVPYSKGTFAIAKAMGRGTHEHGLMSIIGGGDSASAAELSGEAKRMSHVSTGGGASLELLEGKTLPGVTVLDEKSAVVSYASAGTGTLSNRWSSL
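Recombinant glycosomal PGK reaction used 1,3-bisphosphoglycerate generated in-well by GAPDH (100nM final) in 100mM TEA pH 7.6, 5mM MgCl2, 0.01% Tween-20. After 60 minutes at room temperature, ATP was read by Kinase-Glo Plus luminescence end-point.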
GLS inh: qHTS for Inhibitors of Glutaminase (GLS); Glutaminase kidney isoform, mitochondrial (Homo sapiens), O94925; GLS enzymatic activity, qHTS titration; Potency, µM (doses to about 45.5 µM), for the others: at the highest dose activity change, negative = inhibition, actives largely listed as inhibitors; 410,000 tested, 0.21% active; also: % is scaled to controls: 0 for no effect and ±100 for the full control effect
Target sequence (O94925 whole entry, looked up, canonical isoform): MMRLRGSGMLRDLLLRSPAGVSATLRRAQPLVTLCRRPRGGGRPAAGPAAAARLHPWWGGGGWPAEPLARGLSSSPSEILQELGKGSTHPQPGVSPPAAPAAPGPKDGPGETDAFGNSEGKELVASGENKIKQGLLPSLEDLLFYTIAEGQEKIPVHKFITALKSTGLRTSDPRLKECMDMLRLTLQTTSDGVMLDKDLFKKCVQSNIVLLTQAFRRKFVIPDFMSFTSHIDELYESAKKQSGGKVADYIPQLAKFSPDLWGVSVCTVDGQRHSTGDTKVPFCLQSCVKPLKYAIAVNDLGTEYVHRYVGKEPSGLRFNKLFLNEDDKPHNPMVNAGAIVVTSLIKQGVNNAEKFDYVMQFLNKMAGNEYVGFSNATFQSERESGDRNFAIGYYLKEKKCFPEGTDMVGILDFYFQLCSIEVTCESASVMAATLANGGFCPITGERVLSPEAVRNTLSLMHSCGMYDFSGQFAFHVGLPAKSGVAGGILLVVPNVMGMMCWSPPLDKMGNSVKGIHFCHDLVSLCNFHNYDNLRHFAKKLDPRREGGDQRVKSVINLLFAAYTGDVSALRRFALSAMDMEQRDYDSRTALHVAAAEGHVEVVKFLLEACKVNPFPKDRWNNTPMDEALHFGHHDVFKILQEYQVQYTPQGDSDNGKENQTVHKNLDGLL
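Enzyme dispensed in phosphate buffer (45 mM, pH 8.2, 0.02% Tween-20), compounds pinned in, then 1 mM L-glutamine solution and the glutamate oxidase–HRP–Amplex Red mix added; fluorescence read immediately and again after 30 min at room temperature.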
JMJD2A Tudor: qHTS Assay for Inhibitors of JMJD2A-Tudor Domain. AlphaScreen JMJD2A-Tudor / H3K4me3 peptide binding. Potency, µM (doses to about 114 µM), for inactives: top-dose activity change, negative = inhibition, actives largely listed as inhibitors. 390,000 tested, 4.4% active. AID 504339, 2011; also: % is scaled to controls: 0 for no effect and ±100 for the full control effect; nearly all actives have a fitted effect of over 50% in size
BAZ2B block: qHTS Assay for Inhibitors of BAZ2B; Bromodomain adjacent to zinc finger domain protein 2B (Homo sapiens), Q9UIF8; AlphaScreen BAZ2B-H3K14Ac peptide displacement; Potency, µM (titrated, usually from 114 µM), for inactives: at the highest dose activity change, negative = inhibition, usual class: inhibitors; 360,000 tested, 4.4% active; AID 504333, 2011; also: % is scaled to controls: 0 for no effect and ±100 for the full control effect; nearly all actives have a fitted effect of over 60% in size
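Protein-peptide AlphaScreen: BAZ2B 50 nM, b-H3K14Ac 50 nM, 1x PBS pH 7.4 + 0.01% Tween-20. Preincubation 30 min RT; cpd 30 min RT (top 110 uM); beads 20 min RT, light-protected.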
HP1b binding inh: HTS for Inhibitors of HP1-beta Chromodomain Interactions with Methylated Histone Tails; AlphaScreen HP1-beta / biotin-H3K9me3 peptide binding; Potency, µM (top dose mostly 114 µM), for inactives: at the highest dose activity change, negative = inhibition, usual class: inhibitors; 390,000 tested, 0.56% active; also: nearly all actives have a fitted effect of over 70% in size; inactives centre near 23
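AlphaScreen: HP1-beta (50 nM) preformed 30 min with biotin-H3(1-18)K9me3 peptide (50 nM) in PBS pH 7.4, 0.01% Tween-20. Compound added for 30 min at RT, then streptavidin donor/nickel chelate acceptor beads (10 ug/mL) for 30 min.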
POLI inh: qHTS for Inhibitors of Polymerase Iota. Pol iota fluorescent replication assay, 10 min. Potency, µM (series often up to 115 µM), without a hit: at the top dose activity, negative = inhibition, hits mostly inhibitors. 390,000 tested, 1% active. AID 588590, 2011
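Fluorescent replication assay read twice, at 0 min and 10 min after adding 50 nM (final) substrate. Enzyme (10 nM) and compounds were first incubated 15 min at room temperature; enzyme-free buffer wells were negative controls.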
BLM inh: qHTS Assay for Inhibitors of Bloom's syndrome helicase (BLM) | RecQ-like DNA helicase BLM (Homo sapiens), P54132 | recombinant BLM DNA unwinding, fluorescence dequenching | AID 2528, 2010 | Potency, µM (series often up to 56.1 µM), inactives show at the highest dose activity change, negative = inhibition, most hits filed as inhibitors | 350,000 tested, 0.2% active;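 also: plate controls were vehicle for no effect and no enzyme for full effect; nearly all actives have a fitted effect of over 35% in size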
G9a inh: qHTS Assay for Inhibitors of Histone Lysine Methyltransferase G9a | Histone-lysine N-methyltransferase EHMT2 (Homo sapiens), Q96KQ7 | G9a H3K9 monomethylation, AlphaScreen, 2 h | Potency, µM (doses to about 102 µM), without a hit: at the top dose activity, negative = inhibition, actives largely listed as inhibitors | 350,000 tested, 8.8% active | AID 504332, 2011; also: % is scaled to controls: 0 for no effect and ±100 for the full control effect; nearly all actives have a fitted effect of over 75% in size
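Signal arises when biotinylated H3K9 peptide, once monomethylated, bridges streptavidin donor and antibody-captured acceptor beads. Enzyme at 20 nM was preincubated 15 min with test compounds; peptide 500 nM and SAM 20 uM then reacted for 2 h.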
Pin1 inh: qHTS Assay to Find Inhibitors of Pin1 | Peptidyl-prolyl cis-trans isomerase NIMA-interacting 1 (Homo sapiens), Q13526 | Pin1 FP peptide displacement, HiFluor488, 10 min | Potency, µM (highest dose often 115 µM), inactives show top-dose activity, negative = inhibition, actives largely listed as inhibitors | 390,000 tested, 0.009% active | AID 504891, 2011; active = well fitted inhibition curve with a large enough effect in the polarisation, with a control signal flat, not every such curve was filed as active; inconclusive = small, poorly fitted or top-dose-only effect, or effect the other way, or a change in a side signal; inactive = no such curve, though single readings can be large or run the other way; the % refers to the polarisation; also: % is scaled to controls: 0 for no effect and ±100 for the full control effect
Numbers without * were called inactive; i = inactive; ? = inconclusive; . = not tested or not shown; & = joins results of further samples; [ ] = remark or other dose. Unless noted, calls follow the shape of the dose curve; as a rule, active = well fitted curve in the direction sought with a large enough effect; inconclusive = small, poorly fitted or top-dose-only effect, or another doubt; inactive = no such curve, though single readings can be large; an effect the other way counts as inactive or inconclusive. Potency is read from the fitted curve at half-maximal effect.

nr | smiles | BLM inh | JMJD2A Tudor | BAZ2B block | Pin1 inh | PGK inhibitor | HP1b binding inh | GLS inh | G9a inh | POLI inh
1 | COc1ccc(CNC(=O)CCc2c(C)c3ccc(OC)c(C)c3oc2=O)cc1OC | -6% | -18% | -14% | -5% | i | 8% | 0% | 1%[59 µM] | 6%
2 | COc1ccc(CNC(=O)C2CC(C)=CCC2C(=O)O)cc1 (stereo unspecified) | 1% | 9% | -3% | 4% | -8% | 32% | 1% | -31%[2.33 µM] | -23%
3 | Cc1cc2oc(=O)cc(CN3CCOCC3)c2cc1O | -3% | -11% | 1% | -1% | -3% | 61%[activator] | 4% | -6% | -17%
4 | Cc1ccc2[nH]c(=O)c(CN(CCO)Cc3nnnn3Cc3ccco3)cc2c1 | . | -8%[57.1 µM] | . | 10% | . | 24%[57 µM] | . | . | 10%
5 | COc1ccc(C/C(C)=N/NS(=O)(=O)c2ccc(Br)cc2)cc1 | -1% | -17% | 3% | 6% | -9% | 30% | 2% | 25µM* | 24%
6 | CCN(CC)CCNC(=O)c1cccc(NC(=O)C(=O)c2cc(Br)ccc2NC(C)=O)c1 | -10% | -23% | -17% | 2% | -2% | 12% | 2% | ? | 181%[activator]
7 | CC(=O)N1CCC(C(=O)Nc2ccc(S(=O)(=O)NCCc3ccccc3)cc2)CC1 | -1% | -14% | 7% | -3% | -6% | 11% | -2% | . | 86%[activator]
8 | C[C@H](Nc1ncnc2sc3c(c12)CCC3)C(=O)O | 0% | -6% | 6% | -2% | 4% | 46%[activator] | -1% | -13% | 23%
9 | CCCCN(CC)CCCNC(=O)CN1C(=O)CSc2ccc(S(=O)(=O)N3CCOCC3)cc21 | -7%&2% | -11%&-12% | -8%&2% | -1%&-13% | -10% | 29%&26% | -6%&7% | -3% | 1%&34%
10 | COc1ccc(C(CNC(=O)COc2cc(C)c(Cl)c(C)c2)N2CCCCC2)cc1 (stereo unspecified) | -5%&3% | -35%&-34% | -32% | 44%&-4%[activator] | -1%&-13% | 5%&2% | -6%&7% | -7% | -1%&5%

nr | smiles | BLM inh | JMJD2A Tudor | BAZ2B block | Pin1 inh | PGK inhibitor | HP1b binding inh | GLS inh | G9a inh | POLI inh
11 | COc1ccc(CCNC(=O)Cc2cc(=O)[nH]c(=O)[nH]2)cc1OC | -1% | 13% | -3% | 1% | 1% | 39% | -1% | 9% | 31%[activator]
12 | CC1CC(N(C(=O)c2ccco2)c2ccccc2)c2ccccc2N1 (stereo unspecified) | -7% | -9%[11.4 µM] | -38% | -2% | -2% | -23% | -11% | 7%[12.7 µM] | -9%
13 | O=C(NCCc1ccccc1)c1cc2ccccc2oc1=O | -3% | -21% | 20% | -3% | -4% | 3% | -6% | . | 10%
14 | Cc1ccc(C(=O)NCC(=O)OCC(=O)c2c(N)n(C)c(=O)n(C)c2=O)cc1C | . | -12% | . | -4% | -8% | 11% | 7% | . | 41%[activator]
15 | O=C(CN1C(=O)CNC1=O)Nc1cc(Cl)cc(Cl)c1 | . | -8% | . | 0% | -6% | 27% | -11% | . | 44%[activator]
16 | COc1cccc(C2C(C(=O)Nc3ccc(Cl)cc3)=C(C)Nc3c(C(=O)Nc4ccccc4)cnn32)c1OC (stereo unspecified) | -19% | -28% | 12% | 3% | 5% | 33% | 17% | 15%[59 µM] | 4%
17 | CCNc1nc(NC(C)C)nc(N(C#N)C(C)C(=O)N(C)C)n1 (stereo unspecified) | 2% | -7% | 19% | 1% | -20% | 35% | 12% | ? | 7%
18 | COc1ccc(OC)c(S(=O)(=O)n2cccn2)c1 | 1% | -1% | 9% | 1% | -7% | ? | 5% | 3%[59 µM] | 0%
19 | COCC(=O)N(Cc1cc2cc(OC)ccc2[nH]c1=O)c1ccc(C)cc1 | -1% | -16% | -2% | 0% | 14% | 23% | 17% | -9% | 6%
20 | COc1ccc(/C=N/OCC(=O)N(Cc2ccc(OC)cc2)c2ccccc2C(=O)O)cc1 | 4% | -8% | ? | -12% | -2% | 11% | 26% | -3%[59 µM] | 30%

Marked active in G9a inh, of those listed so far:
nr | smiles | BLM inh | JMJD2A Tudor | BAZ2B block | Pin1 inh | PGK inhibitor | HP1b binding inh | GLS inh | G9a inh | POLI inh
5 | COc1ccc(C/C(C)=N/NS(=O)(=O)c2ccc(Br)cc2)cc1 | -1% | -17% | 3% | 6% | -9% | 30% | 2% | 25µM* | 24%

Additional records follow:
nr | smiles | BLM inh | JMJD2A Tudor | BAZ2B block | Pin1 inh | PGK inhibitor | HP1b binding inh | GLS inh | G9a inh | POLI inh
21 | Cc1nc(S(=O)(=O)N(C)Cc2ccccc2)c(C#N)c(C)c1Cl | -2% | 6% | 5% | 2% | 1% | 53% | 8% | 7%[0.501 µM] | 8%
22 | O=C(NCC(c1cccs1)N1CCOCC1)c1ccc(Cl)nc1 (stereo unspecified) | . | -18% | 5% | 4% | -4% | 15% | -4% | 23%[12.7 µM] | 11%
23 | COc1ccc(NC(=S)N(CCCOC(C)C)C2CCN(C(C)=O)CC2)cc1Cl | -3% | -10% | -2% | 0% | -3% | 45%[activator] | -10% | 5% | -29%
24 | CCN(CC)S(=O)(=O)c1ccc(NCc2ccccn2)nc1 | 2% | 71µM* | ? | -1% | 7% | 13% | 7% | 28µM* | ?
25 | COc1ccc(CNCCC(c2ccc(OC)cc2)c2ccccc2OC)cc1 (stereo unspecified) | -5% | -25% | -15% | 0% | 0% | 52%[activator] | -9% | 16% | -14%
26 | Cc1ccc(OCCNC(=O)CNC(=O)c2ccc(C)cc2)cc1 | -5% | -5% | 1% | -1% | i | 46%[activator] | -1% | 1%[12.7 µM] | 22%
27 | Cc1cccc(NC(=O)CN2CCN(C(=O)CN3C(=O)NC4(CC(C)CC(C)(C)C4)C3=O)CC2)c1C (stereo unspecified) | . | -1% | . | 5% | i | 34% | -14% | . | 22%
28 | CC(C)(C)c1ccc(OCc2nc3ccccc3n2CCOc2ccccc2)cc1 | -11% | 4% | 15% | 3% | -5% | 66%[activator] | -7% | 42%[activator][59 µM] | 2%
29 | Cc1ccc(C(=O)N2CCC(C(=O)NC3CCCC3)CC2)cc1 | -5% | -17% | -4% | -6% | -7% | -15% | 0% | -2% | 97%[activator]
30 | Brc1cccc(-c2nn(-c3ccccc3)c3c2cnc2cc4c(cc23)OCO4)c1 | 0% | -9% | . | 1% | 6% | 62%[activator] | -1% | -6%[59 µM] | 7%

The last two compounds of the part before come first, to join the parts:
nr | smiles | BLM inh | JMJD2A Tudor | BAZ2B block | Pin1 inh | PGK inhibitor | HP1b binding inh | GLS inh | G9a inh | POLI inh
29 | Cc1ccc(C(=O)N2CCC(C(=O)NC3CCCC3)CC2)cc1 | -5% | -17% | -4% | -6% | -7% | -15% | 0% | -2% | 97%[activator]
30 | Brc1cccc(-c2nn(-c3ccccc3)c3c2cnc2cc4c(cc23)OCO4)c1 | 0% | -9% | . | 1% | 6% | 62%[activator] | -1% | -6%[59 µM] | 7%
31 | Cn1cnc(S(=O)(=O)N2CCC(C(=O)Nc3ccc(F)cc3F)CC2)c1 | 2% | -11% | -2% | -14% | -4% | 7% | -5% | 7%[59 µM] | 1%
32 | c1ccc(C2Nc3ccccc3Oc3ccccc32)cc1 (stereo unspecified) | -7% | -20% | -7% | -4% | -1% | 23% | 5% | ? | ?
33 | O=S(=O)(c1ccccc1)n1cc(-c2ccccn2)c(N2CCOCC2)n1 | -8% | -14% | -4% | -6% | -8% | 23% | 0% | 17% | 24%
34 | Cc1n[nH]c(=O)c2c(NC(=O)CSc3nn(-c4ccc(F)cc4)c(=S)s3)oc(C)c12 | . | -35% | -35% | 0% | -12% | 10% | 17% | 17%[2.33 µM] | ?
35 | Cc1ccc(SCc2cn3cc(Cl)ccc3n2)cc1 | -3% | 0% | -1% | 0% | -5% | 56%[activator] | -4% | -11%[59 µM] | 4%
36 | CC(C)OC(=O)CSc1ncnc2c1cnn2-c1ccccc1 | 2% | 8% | 33%[activator] | -10% | -11% | 33% | -22% | 42%[activator][59 µM] | -12%
37 | CCOC(=O)c1[nH]c(C)c(C(=O)Nc2ccc3c(c2)OCCO3)c1C | 0% | -33% | -2% | 0% | -8% | -3% | -2% | -22%[0.0925 µM] | 14%
38 | CCS(=O)(=O)N1CCN(c2ccccc2)CC1 | 0% | -10% | 3% | -9% | 0% | 16% | 6% | ? | 66%[activator]
39 | O=C(Nc1ccc(Oc2cccc(C(F)(F)F)c2)nc1)c1ccco1 | -4% | 0% | 1% | 1% | -1% | 29% | -3% | . | 2%[58.9 µM]

A draw from above in order of molecular weight, descending:
nr | smiles | BLM inh | JMJD2A Tudor | BAZ2B block | Pin1 inh | PGK inhibitor | HP1b binding inh | GLS inh | G9a inh | POLI inh
31 | Cn1cnc(S(=O)(=O)N2CCC(C(=O)Nc3ccc(F)cc3F)CC2)c1 | 2% | -11% | -2% | -14% | -4% | 7% | -5% | 7%[59 µM] | 1%
39 | O=C(Nc1ccc(Oc2cccc(C(F)(F)F)c2)nc1)c1ccco1 | -4% | 0% | 1% | 1% | -1% | 29% | -3% | . | 2%[58.9 µM]
35 | Cc1ccc(SCc2cn3cc(Cl)ccc3n2)cc1 | -3% | 0% | -1% | 0% | -5% | 56%[activator] | -4% | -11%[59 µM] | 4%

Some of these compounds in order of their number in GLS inh, smallest number first.
No. | SMILES | GLS inh
11 | COc1ccc(CCNC(=O)Cc2cc(=O)[nH]c(=O)[nH]2)cc1OC | -1%
21 | Cc1nc(S(=O)(=O)N(C)Cc2ccccc2)c(C#N)c(C)c1Cl | 8%
19 | COCC(=O)N(Cc1cc2cc(OC)ccc2[nH]c1=O)c1ccc(C)cc1 | 17%

An excerpt, so the mix of outcomes need not match the whole.
